# IMPase Li cell – cell-permeable IMPase inhibitors with lithium potentiation | CHO-M1 cells, IP1 TR-FRET (IP-One), carbachol + lithium | Potency, µM (top dose mostly 59.4 µM), for the others: at the top dose activity, negative = IMPase inhibition, most hits filed as inhibitors | hit rate 0.35% among 210,000;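 further: IP1 builds up when IMPase is blocked and the TR-FRET signal falls; potency means the concentration at half of the fitted maximal effect; plate controls were basal vehicle for no effect and high inhibitor control for full effect; nearly all actives have a fitted effect of over 50% in size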
#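 Test compounds were applied to CHO-M1 cells previously cultured for 16–30 h at 2000 per well. A small lithium amount accompanied them; after 30 min at 37C, IP1 was quantified by TR-FRET.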
# Luc counter – counter-screen: inhibitors of Kinase-Glo firefly luciferase; Q27757; Kinase-Glo luciferase, ATP luminescence, 8 min; Potency, µM (titrated, usually from 38.3 µM), inactives show at the top dose activity change, negative = inhibition, hits mostly inhibitors; hit rate 0.28% among 200,000; further: potency means the concentration at half of the fitted maximal effect; on the % scale 0 is the no-effect control and ±100 the full control effect; nearly all actives have a fitted effect of over 60% in size
#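 Compound is pinned into ATP-containing buffer (10 uM ATP, imidazole pH 7.2, 7 mM MgCl2). Kinase-Glo luciferase reagent is then added. Light output is recorded following an 8-min room-temperature incubation.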
# LMNA splice mod – changes lamin A minigene splicing in HeLa cells; Potency, µM (series often up to 46.1 µM), for the others: top-dose ratio change, negative = inhibition, most hits filed as inhibitors; AID 1487; hit rate 0.01% among 200,000; HeLa LMNA splicing GFP/RFP minigene ratio, 48 h; active means well fitted inhibition curve with a large enough effect in the signal ratio, with a control signal flat, not every such curve was filed as active; inconclusive means small, poorly fitted or top-dose-only effect, or effect the other way, or a change in a side signal; the % refers to the signal ratio; further: potency means the concentration at half of the fitted maximal effect; on the % scale 0 is the no-effect control and ±100 the full control effect
#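 S3 HeLa stable clones carrying a lamin A-EGFP splicing minigene plus DsRed2 were seeded at 600 cells/well in Opti-MEM with 2% FBS, pin-dosed and incubated 48 h at 37°C. Acumen cytometry (488 nm) gave the GFP/RFP total-intensity ratio.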
# NPSR antag – blocks cAMP signaling of the human neuropeptide S receptor; Q6W5P4; AID 1461; Potency, µM (top dose mostly 38.3 µM), for inactives: at the highest dose activity change, negative = inhibition, hits mostly inhibitors; CHO-NPSR cells, cAMP TR-FRET, antagonist mode; hit rate 1% among 220,000; further: potency means the concentration at half of the fitted maximal effect; on the % scale 0 is the no-effect control and ±100 the full control effect; nearly all actives have a fitted effect of over 50% in size; many of its hits are not listed in these tables
# aGal spleen mod – alpha-galactosidase A (human) modulation | P06280 | human spleen homogenate, 4MU-alpha-Gal fluorescence, 40 min | Potency, µM (top dose mostly 80 µM), for the others: top-dose activity change, negative = inhibition, actives largely listed as inhibitors | hit rate 0.008% among 240,000;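 further: potency means the concentration at half of the fitted maximal effect; 0% = enzyme with vehicle and -100% = no enzyme basal signal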
#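 Inhibition or activation of alpha-galactosidase in human spleen homogenate is scored by 4-MU fluorescence after 40 min at 37C, pH 5.0, with 1 mM substrate. AC50s come from concentration-response fitted to the Hill equation.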
# Epigenetic derep – regulators of epigenetic silencing causing reporter derepression in mouse cells. murine LDR cells, GFP reporter derepression, 30 h. Potency, µM (highest dose often 53.9 µM), for inactives: at the top dose GFP activation, actives largely listed as activators. hit rate 0.2% among 280,000; further: potency means the concentration at half of the fitted maximal effect; % of control where 0% means no effect; nearly all actives have a fitted effect of over 60% in size
#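 GFP-positive cell count by laser-scanning cytometry (objects 20–120 um) after 30 h, 37 C compound exposure of murine LDR cells; reporter is CMV-GFP integrated at a silenced locus, inducible by HDAC or DNMT inhibitors.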
# CBFb RUNX1 block – CBF-beta/RUNX1 interaction disruption. Q01196+Q13951. AlphaScreen CBFb-His/RUNX1-biotin binding, biochemical. Potency, µM (doses to about 59.8 µM), for the others: at the highest dose activity, negative = inhibition, most hits filed as inhibitors. 230,000 tested, under 10 active; further: % of control where 0% means no effect
# Target sequence (Q01196 whole entry, looked up): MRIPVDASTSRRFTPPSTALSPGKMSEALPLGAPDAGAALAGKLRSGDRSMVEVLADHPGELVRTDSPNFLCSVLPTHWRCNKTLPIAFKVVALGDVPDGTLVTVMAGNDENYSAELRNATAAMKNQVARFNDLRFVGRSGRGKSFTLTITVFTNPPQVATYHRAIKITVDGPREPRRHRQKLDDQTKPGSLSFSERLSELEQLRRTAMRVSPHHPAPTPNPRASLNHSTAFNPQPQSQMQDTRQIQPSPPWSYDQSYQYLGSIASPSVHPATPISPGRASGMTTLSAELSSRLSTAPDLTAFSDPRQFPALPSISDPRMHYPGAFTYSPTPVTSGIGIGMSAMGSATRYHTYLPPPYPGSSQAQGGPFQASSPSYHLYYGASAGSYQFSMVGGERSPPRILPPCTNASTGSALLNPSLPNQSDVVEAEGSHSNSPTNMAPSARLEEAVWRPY
# Target sequence (Q13951 whole entry, looked up): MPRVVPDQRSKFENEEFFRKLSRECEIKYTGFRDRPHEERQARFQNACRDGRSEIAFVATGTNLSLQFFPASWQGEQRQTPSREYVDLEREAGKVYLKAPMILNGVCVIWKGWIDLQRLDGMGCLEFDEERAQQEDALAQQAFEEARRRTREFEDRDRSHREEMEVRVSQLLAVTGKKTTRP
#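 Compounds were screened at multiple concentrations against a preformed CBF-beta(His)/RUNX1(biotin) complex (30 nM of each) for 15 min at room temperature, followed by 90 min with nickel and streptavidin beads and AlphaScreen reading.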
# Active calls of the source: *; ? = inconclusive; nt = no result given; [ ] = another dose, or the depositor's remark. Unless noted, the call rests on the fitted dose curve; in most records, active means well fitted curve in the direction sought with a large enough effect; inconclusive means small, poorly fitted or top-dose-only effect, or another doubt; inactive means no such curve, though single readings can be large; an effect the other way counts as inactive or inconclusive. Only part of the results is shown. The share of hits here may be higher or lower than overall.
SMILES,IMPase Li cell,Luc counter,LMNA splice mod,NPSR antag,aGal spleen mod,Epigenetic derep,CBFb RUNX1 block
N#Cc1nc(Cc2cccc3ccccc23)oc1N1CCOCC1,1%[38.3 µM],2%,-1%,-20%[46.1 µM],0%,0.7%,-17%
O=C(NCc1ccc(Cl)cc1)C1CCN(S(=O)(=O)N2CCOCC2)CC1,-6%,2%,nt,6%,9%,-4.3%,4%
COc1ccc(-c2csc(Nc3ccccc3)[n+]2Cc2ccccc2)cc1,17%,0%,-25%[46 µM],-54%,1%,-0.3%,-25%
O=C(CN(C(=O)C1CSC(=O)C1)c1cccc(F)c1)NC1CCCC1 (centres undefined),5%,7%,-10%[46 µM],9%,0%,-1.5%,14%
O=C(/C=C/c1ccc(S(=O)(=O)NCc2ccco2)cc1)N1CCN(c2ccccc2)CC1,18%,0%,-18%[46 µM],-11%,3%,-3.2%,-23%
O=C(CCC(=O)N(CC(=O)NC1CCCC1)Cc1ccc2c(c1)OCO2)Nc1ccccn1,nt,nt,2%,-14%[46.1 µM],-1%,-6.9%,7%
CSc1nc(N)n2nc(C(C)(C)C)cc2n1,nt,nt,nt,-1%[7.67 µM],13%,-1.4%,5%
O=C(Nc1cccc(Cl)c1Cl)c1snnc1-c1ccccc1,19%[38.3 µM],1%,16%,-27%[46.1 µM],7%,-1.1%,-2%
O=C(CCCNS(=O)(=O)c1cccc2nsnc12)NC1CCCCC1,nt,nt,9%,-8%[46.1 µM],16%,0.5%,0%
Cc1ccc(N2C(S)=C(C#N)C(=O)NC23CCCCC3)cc1,24%,0%,?,-3%,?,3.0%,7%
Cc1ccc(N(Cc2ccc(C(=O)NCC3CCCO3)cc2)S(C)(=O)=O)cc1C (centres undefined),5%,6%,-13%[46 µM],-4%,0%,0.2%,7%
CC(=O)c1ccc(OCCCC(=O)OCC(=O)N2CCN(c3ccccc3)CC2)cc1,-9%[38.3 µM],-2%,-4%,-3%[46.1 µM],13%,0.4%,-7%

# 4 entries from above, with two lines to a compound.
# Values in the order – IMPase Li cell	Luc counter	LMNA splice mod	NPSR antag	aGal spleen mod	Epigenetic derep	CBFb RUNX1 block
> O=C(Nc1cccc(Cl)c1Cl)c1snnc1-c1ccccc1
    19%[38.3 µM]	1%	16%	-27%[46.1 µM]	7%	-1.1%	-2%
> O=C(CCCNS(=O)(=O)c1cccc2nsnc12)NC1CCCCC1
    nt	nt	9%	-8%[46.1 µM]	16%	0.5%	0%
> Cc1ccc(N2C(S)=C(C#N)C(=O)NC23CCCCC3)cc1
    24%	0%	?	-3%	?	3.0%	7%
> Cc1ccc(N(Cc2ccc(C(=O)NCC3CCCO3)cc2)S(C)(=O)=O)cc1C (centres undefined)
    5%	6%	-13%[46 µM]	-4%	0%	0.2%	7%

# Further compounds:
SMILES,IMPase Li cell,Luc counter,LMNA splice mod,NPSR antag,aGal spleen mod,Epigenetic derep,CBFb RUNX1 block
O=C(Oc1cccnc1)c1ccc([N+](=O)[O-])cc1,-3%,-1%,-11%,20%,3%,-3.2%,7%
CN(C)S(=O)(=O)c1ccc(N=Cc2c(C(F)(F)F)[nH][nH]c2=O)cc1,-5%,-1%,?,1%,-8%,2.5%,-7%
CCOC(=O)C1=NNC(C(=O)c2ccc(C)cc2)C1c1ccc(OC)cc1 (centres undefined),33%[activator][38.3 µM],-3%,-3%,-30%[46.1 µM],4%,0.8%,-4%
CCOc1cccc(NC(=O)CSc2nncn2N)c1,-5%[38.3 µM],-1%,5%,6%[46.1 µM],2%,0.0%,6%
COc1ccc2c(c1)CCN1C2CCN2C(=O)CCC21 (centres undefined),nt,nt,nt,-10%,-8%,0.1%,5%
CC1CCN(c2nc3c(c(=O)[nH]c(=O)n3C)n2Cc2ccccc2)CC1,-4%[38.3 µM],2%,7%,?,6%,-0.2%,-2%
COc1ccc(/C(C)=N/NC(=O)OC(C)(C)C)cc1[N+](=O)[O-],nt,nt,nt,2%,3%,2.0%,5%
CCC(C)C(Nc1ccc(C(=O)OC)cc1[N+](=O)[O-])C(=O)OC (centres undefined),14%,0%,-2%,-15%,-2%,0.0%,-16%
O=C1CC(N2CCN(S(=O)(=O)c3ccccc3)CC2)C(=O)N1c1ccccc1 (centres undefined),nt,nt,nt,-24%,2%,-1.0%,5%
CC(C)NC(=O)c1n[nH]c(=O)c2ccccc12,-4%[38.3 µM],-2%,12%,-9%[46.1 µM],-4%,2.3%,-4%
CCCCN1C(=S)NC[C@@H]1Cc1cccc2ccccc12,nt,nt,nt,-7%,0%,-1.0%,0%
C/C(=C\c1ccccc1)C1NC(=O)c2c(sc3c2CCCC3)N1 (centres undefined),-4%,1%,0%,-8%,0%,0.0%,-1%
O=C/C(=C\Nc1ccc(Br)cc1)c1nc2ccccc2o1,1%,0%,-12%[46 µM],-2%,1%,6.6%,1%
CCOC(=O)/C(C#N)=C1\SS/C(=C(/C#N)C(=O)OCC)S1,nt,nt,nt,16%,14%,-0.9%,-2%
Cc1cccc(C)c1OCCCCCNCCO,54%[activator][38.3 µM],2%,-9%,-3%[46.1 µM],8%,0.0%,-5%
CC(C)(C)n1nnnc1C(c1ccc(C(F)(F)F)cc1)N(Cc1ccccc1)Cc1ccco1 (centres undefined),11%[38.3 µM],-3%,-18%,?,8%,-0.4%,3%
O=C(Nc1ccccc1O)c1csc2c1CCCC2,17%,-2%,nt,-22%,5%,1.0%,3%
COCCN1C(=O)C(=O)/C(=C(/O)c2ccc(S(=O)(=O)N3CCOCC3)cc2)C1c1ccc(C(C)C)cc1 (centres undefined),-11%[38.3 µM],-5%,12%,0%[46.1 µM],0%,1.9%,3%
Cc1cc(C)c(NC(=O)COc2nc3ccccc3nc2C)c(C)c1,-13%,-2%,-3%,-6%,-1%,0.0%,-3%
Cc1cc(C(C)(C)C)ccc1NC(=O)CC(C)(C)CC(=O)O,nt,nt,nt,-8%,-1%,-1.1%,1%
O=C(COc1ccccc1)c1cn(CC(=O)N2CCOCC2)c2ccccc12,2%[38.3 µM],2%,-3%,-5%[46.1 µM],10%,-1.0%,1%
O=C(CCn1nc(-c2ccccc2)c2ccccc2c1=O)N1CCN(c2ccccc2)CC1,48%[activator][38.3 µM],-1%,-4%,-16%[46.1 µM],-13%,-0.9%,-6%
Cc1ccc(-c2nnc(SCC(=O)CC(=O)Nc3ccccc3)n2C)cc1,2%,-2%,2%,9%[46.1 µM],6%,0.2%,21%
CC1CN(C(=O)c2ccccc2C(=O)c2ncc[nH]2)CC(C)O1 (centres undefined),-3%[38.3 µM],1%,-3%,0%[46.1 µM],?,-3.3%,4%

# Complete entries, looked up by structure:
# CC(=O)c1ccc(OCCCC(=O)OCC(=O)N2CCN(c3ccccc3)CC2)cc1 as listed: IMPase Li cell: -9%[38.3 µM]; Luc counter: -2%; LMNA splice mod: -4%; NPSR antag: -3%[46.1 µM]; aGal spleen mod: 13%; Epigenetic derep: 0.4%; CBFb RUNX1 block: -7%
# Cc1cc(C)c(NC(=O)COc2nc3ccccc3nc2C)c(C)c1 as listed: IMPase Li cell: -13%; Luc counter: -2%; LMNA splice mod: -3%; NPSR antag: -6%; aGal spleen mod: -1%; Epigenetic derep: 0.0%; CBFb RUNX1 block: -3%
# CCOC(=O)C1=NNC(C(=O)c2ccc(C)cc2)C1c1ccc(OC)cc1 (centres undefined) as listed: IMPase Li cell: 33%[activator][38.3 µM]; Luc counter: -3%; LMNA splice mod: -3%; NPSR antag: -30%[46.1 µM]; aGal spleen mod: 4%; Epigenetic derep: 0.8%; CBFb RUNX1 block: -4%

# Carrying on:
SMILES,IMPase Li cell,Luc counter,LMNA splice mod,NPSR antag,aGal spleen mod,Epigenetic derep,CBFb RUNX1 block
COc1cccc(CN2CCN(C3CCN(c4ccccc4F)CC3)CC2CCO)c1 (centres undefined),5%,-1%,5%[46 µM],-2%,-1%,-1.1%,4%
O=C1NCCN1C(=O)c1ccco1,nt,nt,10%,-7%[46.1 µM],5%,-1.8%,-1%
FC(F)(F)c1ccccc1-c1ccc2ncnc(N3CCOCC3)c2c1,15%,nt,?,nt,2%,nt,nt
COc1cc(C2N(c3ccccc3)CCN2c2ccccc2)ccc1OC(C)=O,2%[38.3 µM],0%,-3%,-11%[46.1 µM],9%,3.3%,-1%
CN1C(=O)/C(=C/c2ccc(O)c([N+](=O)[O-])c2)N(C)C1=S,21%,-11%,nt,-28%,3%,4.4%,1%
CCCC[C@@H]1C[C@H]1C(NC(=O)c1ccccc1)c1ccc(C(=O)OC)cc1 (some centres undefined),-1%,0%,nt,nt,9%,4.7%,17%
COc1ccccc1N1CCN(C(=O)c2coc(=O)c(Br)c2)CC1,nt,nt,nt,-15%,?,?,0%
Cc1nc(CNS(=O)(=O)c2ccc(Oc3ccccc3)cc2)cs1,0%[38.3 µM],6%,?,-6%[46.1 µM],-19%,0.0%,3%
CC(C)(C)c1ccc(/C=N/N2CCN(c3ccccn3)CC2)cc1,nt,nt,nt,1%,4%,0.1%,1%
Cc1cc(N2CCN(Cc3cn(C)nc3-c3cccc(Cl)c3)CC2)cc(C)n1,5%,-2%,nt,15%,-4%,2.1%,2%
COc1ccc(NC(=O)N2CCC3(CC2)CCN(S(C)(=O)=O)CC3)cc1,1%,-3%,nt,nt,-12%,nt,nt

# High-throughput results (PubChem)
